p53ts 32C kill = p53ts cell cytotoxicity, permissive temperature | H1299-p53A138V at 32C, ATP luminescence viability, 24 h | Potency, µM (doses to about 46.1 µM), without a hit: at the top dose activity change, negative = cytotoxicity, hits mostly cytotoxic | AID 924 | 130,000 tested, 0.93% active;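 further: 0% = DMSO and -100% = full killing by reference compound; nearly all actives have a fitted effect of over 55% in size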
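Viability by ATPlite luminescence after 24 h compound treatment (up to 46 uM) at the permissive 32C. Cells are H1299 carrying p53 A138V. Scale runs from DMSO basal to 100 uM tamoxifen as full kill; AC50 from Hill fits.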
IkB sig inh = inhibitors of IkB signaling in ABC-DLBCL cells | ABC-DLBCL IkBa-CBG/CBR dual luciferase ratio, 4 h; response scale: scaled: untreated 0%, proteasome inhibitor 100% | Potency, µM (doses to about 57.1 µM), without a hit: at the top dose IkBa stabilization activation | 110,000 tested, 0.04% active; active means well fitted curve in the direction sought with a large enough effect in the signal ratio, not every such curve was filed as active; inconclusive means small, poorly fitted or top-dose-only effect, or a change in a side signal; the % refers to the signal ratio;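 further: the direction sought is a rising ratio; 0% = basal untreated cells and 100% = reference inhibitor full response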
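Luminescence ratio of IκBα-fused green versus native red beetle luciferase in OCI-Ly3 cells, 4 h post-doxycycline with compound; red signal alone, scaled from basal (0%) to zero light (-100%), flagged nonspecific or cytotoxic effects.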
Imprint erasure = induces erasure of genomic imprints in mouse ES cells | mouse ES Peg3-LacZ reporter, beta-gal luminescence, 40 h | Potency, µM (series often up to 60.7 µM), inactives show at the highest dose activity change, positive = activation, usual class: activators | 110,000 tested, 0.02% active;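 further: 0% = negative control wells on the plate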
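Gelatin-coated wells received 300 freshly trypsinized female ES cells with a Peg3LacZ-Neo reporter on the maternal allele, then incubated 40 hours at 37C. BetaGlo was added for 5 minutes at room temperature before a single luminescence read.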
p53ts 39C tox = kills p53ts cells at the nonpermissive temperature | 130,000 tested, 1.5% active | Potency, µM (top dose mostly 46.1 µM), for the others: at the highest dose activity change, negative = cell killing, actives largely listed as cytotoxic | H1299-p53A138V viability at 39C, ATP luminescence, 24 h | AID 902; further: nearly all actives have a fitted effect of over 55% in size
Starred values were filed as active, the others as inactive; ? = inconclusive; . = no result given; [ ] = another dose, or the depositor's remark. Unless noted, the call rests on the fitted dose curve; in most records, active means well fitted curve in the direction sought with a large enough effect; inconclusive means small, poorly fitted or top-dose-only effect, or another doubt; inactive means no such curve, though single readings can be large; an effect the other way counts as inactive or inconclusive. Unless noted, on the % scale 0 is the no-effect control and ±100 the full control effect; potency means the concentration at half of the fitted maximal effect.

Below each SMILES – p53ts 32C kill | IkB sig inh | Imprint erasure | p53ts 39C tox
- CCC1CCCCN1C(=O)Cn1c(=O)n(CCCCCC(=O)NCc2ccccc2Cl)c(=O)c2sccc21 (configuration not stated)
  1% | ? | ? | 1%
- Cc1ccc(CCNC(=O)C2CCN(S(=O)(=O)c3ccc4c(c3)CCC(=O)N4)CC2)cc1
  5% | 1.1% | -1% | 3%
- Cc1ccc(OCCSc2nc3ccccc3n2CC(=O)N2CCOCC2)c(C)c1
  5% | -1.8% | -6%[10.9 µM] | 25%
- O=C(c1cccc(Cl)c1)N(Cc1cccc(F)c1)C1CCS(=O)(=O)C1 (configuration not stated)
  -2% | 0.1% | -4%[10.9 µM] | 4%
- O=C1CCN(C(=O)c2ccccc2)C2CCCCC12 (configuration not stated)
  5% | . | . | 2%
- Clc1ccccc1Nc1c2c(nc3ncnn13)CCC2
  1% | -1.8% | -13% | -9%
- CCCCOc1cccc(C(=O)Nc2sc3c(c2C(=O)OCC)CCCC3)c1
  0% | 6.8% | -6%[10.9 µM] | 22%
- CCOc1ccc2[nH]c(=O)c(CN(Cc3cccs3)C(CC)c3nnnn3C(C)(C)CC)cc2c1 (configuration not stated)
  14% | ? | -11% | 22%
- CCOc1ccc(NC(=O)CCNS(=O)(=O)c2ccc3c(c2)CCCC(=O)N3)cc1
  -2% | ? | -3%[10.9 µM] | 11%
- CCOC(=O)c1cc(-c2nnc(-c3cc(OC)c(OC)c(OC)c3)o2)c(C)nc1C
  -1% | 0.6% | -2% | -2%
- COc1ccccc1N1CCN(C(=O)c2c(-c3ccccc3Cl)noc2C)CC1
  -4% | 0.1% | -7% | -6%
- COc1ccc(-c2ccc(CNc3ccc4[nH]c(=O)[nH]c4c3)o2)cc1Cl
  ? | 0.7% | -9%[10.9 µM] | -3%
- Cc1ccc(Cn2cc(/C=C(/C#N)C(=O)Nc3cccc(Cl)c3)c3ccccc32)cc1
  3% | ? | -13%[10.9 µM] | 8%
- CCOC(=O)C1CCN(C(=O)Cn2c(=O)cc(C)c3c(C)nn(C)c32)CC1
  -6% | ? | -15%[10.9 µM] | -13%
- Cc1cc(NS(=O)(=O)c2ccc(NC(=O)C(C)Oc3ccc4c(C)cc(=O)oc4c3)cc2)no1 (configuration not stated)
  12% | 0.6% | 7% | 26%
- O=C(c1cnccn1)N1CCC[C@@]2(CCN(c3ccncc3)C2)C1
  -13% | -1.8%[11.4 µM] | . | -21%
- COC(=O)C1=C(C)NC2=C(C(=O)CCC2)C1c1ccsc1 (configuration not stated)
  3% | -0.9% | -5% | 4%
- C/C(=C\c1ccco1)C1Nc2cccc3cccc(c23)N1
  -1% | ? | -1% | -1%
- CCN(C(=O)c1cc2c(Cl)nc3ccccc3c2s1)c1cccc(Cl)c1
  8% | 7.4% | -7%[10.9 µM] | -1%
- O=C(c1ccco1)N(c1ccccn1)c1ccccn1
  2% | 2.1% | -5% | 6%
- CC1=C(C(=O)OC(C)C)C(c2cccs2)N2C(=O)C(C)SC2=N1 (configuration not stated)
  12% | -0.9% | -4% | 10%
- Nc1ncnc2c1ncn2[C@@H]1O[C@H](COP(=O)(O)O)[C@@H](O)[C@@H]1O
  13%[20.6 µM] | 1.8%[25.6 µM] | -9%[16.8 µM] | 11%[20.6 µM]
- CCOc1ccc(CCNC(=O)CCSCc2ccc(Cl)cc2)cc1OCC
  -9% | -1.8% | -17%[10.9 µM] | -24%
- O=C(CN1CCN(Cc2ccccc2)CC1)N1CCCc2c1c(=O)oc1ccc(O)cc21
  23% | 3.3% | -21% | 21%
- O=C(NCCN1CCOCC1)c1cc(-c2ccc(Br)cc2)on1
  -1% | 1.3% | -6% | -16%
- O=C(Cn1c(=O)nc(-c2ccccc2)c2ccccc21)Nc1cccc(C(F)(F)F)c1
  -17% | 0.1% | -3%[10.9 µM] | -29%
- COc1ccc(-n2c3c(c(=O)[nH]c2=O)C(NC(C)=O)(C(F)(F)F)C(=O)N3)cc1 (configuration not stated)
  39%[activator] | 0.6% | -2%[10.9 µM] | -13%
- CCOC(=O)Cc1csc(NC(=O)c2ccc(C)o2)n1
  -9% | 2.4% | -42%[inhibitor] | -1%
- CN1CCc2c(cc(O)c(O)c2Cl)[C@H](c2cccc(Cl)c2)C1
  -16% | 8.5% | . | -1%
- COc1ccc2[nH]c3c(=O)n(CCCCC(=O)N4CCCC4)c(=S)[nH]c3c2c1
  -3% | ? | 4% | -3%
- COc1cc(CNc2ccc3[nH]c(=O)[nH]c3c2)cc(Cl)c1OCc1ccccc1F
  -6% | ? | -9%[10.9 µM] | 19%
- COc1ccc(-c2nc(C(N)=O)c3[nH]c(=O)n(-c4cccc(Cl)c4)c3n2)cc1OC
  ? | 2.6% | -29% | ?
- COc1cccc(-c2nc(CSCC(=O)N3CCc4ccccc43)c(C)o2)c1
  -7% | 0.5% | -11% | -17%
- CCC(C)NC(=O)C1CCN(c2nc(C)cc(C)n2)CC1 (configuration not stated)
  -5% | 0.7% | 0% | -11%
- Cc1ccc(NC(=O)Nc2nnc(N3CCCC3)s2)cc1
  2% | ? | -10%[10.9 µM] | 1%
- Cc1cc(C)n2nc(SCC(=O)N(C)c3ccccc3)nc2n1
  -4% | 0.2% | 6% | 0%
- O=C(NC1CCN(Cc2ccccc2)CC1)C1CCN(S(=O)(=O)c2cccc3cccnc23)CC1
  -7% | 0.5% | -17% | -3%
- O=C(NCCCNC(=O)c1ccccn1)c1ccccn1
  3% | 0.3% | -2% | -3%
- CC(=O)C1=C(C)NC(=O)NC1c1ccc(OC2CCCC2)cc1 (configuration not stated)
  4% | -2.9% | -6% | 6%
- CC(C)c1ccc(CNc2ccc(N3CCOCC3)cc2)cc1
  -16% | 5.7% | -11% | -11%

Reprinted from above for reference:
Below each SMILES – p53ts 32C kill | IkB sig inh | Imprint erasure | p53ts 39C tox
- CCC1CCCCN1C(=O)Cn1c(=O)n(CCCCCC(=O)NCc2ccccc2Cl)c(=O)c2sccc21 (configuration not stated)
  1% | ? | ? | 1%
- Cc1ccc(CCNC(=O)C2CCN(S(=O)(=O)c3ccc4c(c3)CCC(=O)N4)CC2)cc1
  5% | 1.1% | -1% | 3%
- Cc1ccc(OCCSc2nc3ccccc3n2CC(=O)N2CCOCC2)c(C)c1
  5% | -1.8% | -6%[10.9 µM] | 25%
- O=C(c1cccc(Cl)c1)N(Cc1cccc(F)c1)C1CCS(=O)(=O)C1 (configuration not stated)
  -2% | 0.1% | -4%[10.9 µM] | 4%
- O=C1CCN(C(=O)c2ccccc2)C2CCCCC12 (configuration not stated)
  5% | . | . | 2%

Other results follow:
Below each SMILES – p53ts 32C kill | IkB sig inh | Imprint erasure | p53ts 39C tox
- COc1ccc(N2CCN(c3oc(-c4ccccc4C)nc3S(=O)(=O)c3ccccc3)CC2)cc1
  11% | -0.9% | -20%[10.9 µM] | 19%
- Cc1ccc(S(=O)c2ccc(C)cc2)cc1
  6% | 1.3% | -7% | 1%
- CC(NS(C)(=O)=O)C(c1cccs1)N1CCN(c2ccccc2F)CC1 (configuration not stated)
  3% | -1.1% | -19% | 7%
- O=C(Cn1c(=O)n(Cc2ccc3c(c2)OCO3)c(=O)c2oc3ccccc3c21)Nc1ccccc1F
  -1% | 2.8% | -8%[10.9 µM] | 0%
- CCN(CC)CCCNc1cc(-c2ccccc2)nc(C)n1
  -4% | ? | -16%[10.9 µM] | 0%
- O=C(c1cccc(F)c1)N1CCC2(CC1)CN(c1ccccc1)C2
  -7% | -1.0%[11.4 µM] | . | -5%
- COc1ccccc1N1CCN(C(c2cccs2)c2nnnn2C2CCCC2)CC1 (configuration not stated)
  -2% | 4.0% | -15% | 7%
- COc1ccc(OC)c(NC(=O)C2CCN(S(C)(=O)=O)CC2)c1
  5% | -1.6% | 6% | -8%
- CC1=C(C(=O)NCc2ccccn2)C2(CCC(C)CC2)OC1=O (configuration not stated)
  -1% | 0.8% | -10% | -3%
- O=C(CSc1nc(-c2ccccc2)cc(=O)[nH]1)Nc1ccccc1F
  -16% | 2.4% | -11%[10.9 µM] | -2%
- Cc1ccc(Cl)cc1NC(=O)CN1C=NS(=O)(=O)c2ccccc21
  9% | 1.0% | -9%[10.9 µM] | -14%
- CCOC(=O)c1ccccc1NS(=O)(=O)c1c(-c2ccc(C)cc2)csc1C(=O)OC
  5% | 0.6% | -17%[10.9 µM] | 14%
- O=C(Cn1nnnc1-c1ccccc1F)Nc1ccc(F)c(F)c1
  7% | 0.3% | -6%[10.9 µM] | -7%
- COC(=O)Cn1cnc2sc(C)c(S(=O)(=O)N3CCC(C)CC3)c2c1=O
  0% | -2.0% | -9% | -9%
- Nc1ncnc2c1ncn2[C@@H]1O[C@H](CO)C[C@@H]1O
  7% | . | -24% | -7%
- COc1ccc2nccc(SCC(=O)O)c2c1
  5%[9.22 µM] | 0.0%[11.4 µM] | -6%[10.9 µM] | -3%[9.22 µM]
- CC(O)Cc1nsc(NC(=O)c2cccs2)n1 (configuration not stated)
  -18% | ? | -43%[inhibitor] | -13%
- CCOC(=O)CN1CC23C=CC(O2)C(C(=O)NCc2ccccc2OC)C3C1=O (configuration not stated)
  0% | -2.5% | -11% | 4%
- CC1CCCCN1CC(=O)N1CCCc2c1c(=O)oc1ccc(OCc3ccccc3)cc21 (configuration not stated)
  -9% | ? | -18%[10.9 µM] | ?
- COc1ccc2nc(SCc3cnc(C)nc3N)[nH]c2c1
  -12% | -0.8% | 0% | -4%
- Cc1nc2ccc(S(=O)(=O)CCC(=O)Nc3ccc(C(C)C)cc3)cc2s1
  -1% | 2.2% | -12%[10.9 µM] | 5%
- COc1ccc(C(=O)N(Cc2nc(-c3ccc(C)cc3)no2)C2CCCCC2)cc1OC
  32%[activator] | ? | -12% | 34%[activator]
- CCOc1ccc(-c2cc(CCCC(=O)N3CCN(c4ccc(OC)cc4)CC3)no2)cc1
  -8% | ? | -9% | -9%
- O=C(c1ccc(S(=O)(=O)N2CCC(c3nc4ccccc4[nH]3)CC2)cc1)N1CCOCC1
  1% | 0.1% | -4% | -4%
- C#CCn1c(/C=C/c2ccc(Cl)cc2)nc2ccccc21
  4µM* | ? | -26%[10.9 µM] | 3.2µM*
- Cn1nnnc1SCC1=C(C(=O)O)N2C(=O)C(NC(=O)C(O)c3ccccc3)C2SC1 (configuration not stated)
  3% | . | -11% | -24%
- N#CCCn1c(=O)c(-c2ccc(Cl)cc2)nc2cnc(Nc3ccccc3)nc21
  -11% | -0.4%[11.4 µM] | -9% | -9%
- CSc1nc2c(ccc3ccccc32)o1
  0% | -0.8% | 10% | 10%
- Cc1ccccc1Cc1c(C)nc2nc(SCC(=O)NCCc3ccc(Cl)cc3)nn2c1C
  6% | 9.0% | -10%[10.9 µM] | 13%
- Cc1cc(C(F)(F)F)nn1CC(=O)Nc1ccc(Br)c2cccnc12
  -1% | . | . | 0%
- Cc1cc(=O)n2[nH]c(-c3ccc(F)cc3)nc2n1
  13µM* | ? | -81%[inhibitor] | 10µM*
- Cc1cc(C)n(-c2ccc(Cl)c(C(=O)Nc3ccc(-c4nnc5n4CCCCC5)cc3)n2)n1
  -6% | 0.6% | -16% | -8%
- CCCOc1ccccc1C(=O)Nc1ccc(-c2nc3ccc(C)cc3s2)cc1
  ? | -2.4% | -14%[10.9 µM] | ?
- CCn1c(SCC(=O)N2CCCC2)nnc1-c1ccc(S(=O)(=O)N2CCCCCC2)cc1
  -7% | 0.8% | -10% | -10%
- CC1CCC(NC(=O)CCc2cn(Cc3ccccc3Cl)c3ccccc23)CC1 (configuration not stated)
  21% | 1.9% | -5%[10.9 µM] | -1%
- CN(C(=O)COC(=O)c1ccc2c(c1)OCO2)C1CCS(=O)(=O)C1 (configuration not stated)
  -5% | -1.1% | 10% | 6%
- CC(=O)C1=C(C)NC(SCSc2ccccc2)=C(C#N)C1c1cccnc1 (configuration not stated)
  17% | ? | -15% | 12%
- Cc1ccc(NCc2cccn2-c2nnc(N3CCC(C(=O)NCCc4ccc(Cl)cc4)CC3)s2)cc1
  11% | ? | -18%[10.9 µM] | -2%
- CCc1ccc2occ(CC(=O)N(Cc3ccc(N(C)C)cc3)C3CCS(=O)(=O)C3)c2c1 (configuration not stated)
  22% | ? | -11%[10.9 µM] | -7%
- O=C(CC(SCc1ccco1)c1ccc(O)cc1)c1cccs1 (configuration not stated)
  -3% | 1.4% | -91%[inhibitor] | -17%

Random draw from the library. Share with any hit: about 1.8%.
